a7 integrin act: activates integrin-mediated alleviation for muscular dystrophy | alpha7betagal myoblasts, beta-gal FDG fluorescence, 48 h | Potency, µM (titrated, usually from 38.3 µM), for inactives: top-dose activation, hits mostly activators | 350,000 compounds, 0.064% hits | AID 624291;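 further: potency means the concentration at half of the fitted maximal effect; 100% = response of the positive control SU9516; nearly all actives have a fitted effect of over 60% in size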
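Alpha7betagal+/- myoblasts (passage 13) were plated 16-24 hr, then exposed to compounds (1:260 dilution of DMSO stock) for 48 hours at 37C. After MPER lysis, β-galactosidase reporter activity was read as FDG fluorescence (ex 480/em 540) after 30 minutes.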
BCR signal inh: blocks chronic active B-cell receptor signaling | ABC-DLBCL IkBa-CBG/CBR reporter, luminescence ratio, 4 h | Potency, µM (highest dose often 46.1 µM), inactives show at the highest dose ratio change, negative = lower green/red ratio, hits mostly inhibitors | 340,000 compounds, 0.05% hits | AID 493014; active means well fitted inhibition curve with a large enough effect in the signal ratio, with a control signal flat, not every such curve was filed as active; inconclusive means small, poorly fitted or top-dose-only effect, or effect the other way, or a change in a side signal; the % refers to the signal ratio;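 further: potency means the concentration at half of the fitted maximal effect; plate controls were basal doxycycline-induced cells for no effect and cells given 10 µM MG132 for full effect; MG132 reads +100%, hits lower the ratio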
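Doxycycline induced both beetle luciferases in TMD8 lymphoma cells; IKK-driven degradation limits the IkappaBalpha-fused green signal, while red luminescence normalises for cell number and nonspecific effects. Compounds tested up to 46 uM, 4 hrs.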
Coupling enz: coupling enzyme interference in Giardia aldolase counter-screen | coupling enzyme system counterscreen, AmpLite Red fluorescence | activity change, negative = inhibition, % at 58.2 µM, hits read low | 290,000 compounds, 0.67% hits | AID 2472; in the data active means activity change below about -30%; further: on the % scale 0 is the no-effect control and ±100 the full control effect
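Compounds tested against the coupling enzymes alone at 57.5 uM final; readout was AmpLite Red fluorescence (525/598 nm) after 20 min at RT.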
Tb PFK inh: T. brucei PFK enzyme inhibition; O15648; T. brucei PFK, ADP-Glo luminescence; Potency, µM (doses to about 57.5 µM), for inactives: top-dose activity, negative = inhibition, hits mostly inhibitors; 330,000 compounds, 0.17% hits; AID 485367;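 further: potency means the concentration at half of the fitted maximal effect; 0% = uninhibited 1x PFK enzyme wells and -100% = no-enzyme wells; nearly all actives have a fitted effect of over 60% in size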
Target sequence (O15648 whole entry, looked up): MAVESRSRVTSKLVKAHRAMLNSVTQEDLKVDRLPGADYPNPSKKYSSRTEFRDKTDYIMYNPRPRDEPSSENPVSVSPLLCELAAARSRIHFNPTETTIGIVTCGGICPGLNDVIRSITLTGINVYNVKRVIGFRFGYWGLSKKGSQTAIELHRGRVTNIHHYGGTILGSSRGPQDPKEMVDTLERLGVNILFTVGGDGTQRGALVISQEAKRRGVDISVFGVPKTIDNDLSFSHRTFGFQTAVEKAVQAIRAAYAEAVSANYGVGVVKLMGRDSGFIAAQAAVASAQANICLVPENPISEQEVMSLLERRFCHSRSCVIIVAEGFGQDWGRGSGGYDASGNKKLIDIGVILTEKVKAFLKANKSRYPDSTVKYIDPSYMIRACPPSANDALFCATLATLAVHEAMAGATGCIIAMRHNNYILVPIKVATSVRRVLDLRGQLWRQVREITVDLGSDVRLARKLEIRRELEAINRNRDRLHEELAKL
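In TEA buffer at pH 8.0 with 5 mM MgCl2, enzyme (1.25 nM) converted F6P (0.5 mM) and ATP (0.1 mM) for 45 min at room temperature. ADP product was read by luciferase luminescence.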
Giardia killer: kills Giardia lamblia; 340,000 compounds, 0.15% hits; Giardia lamblia trophozoite viability; activity change, % at 7.66 µM, hits read low; in the data active means activity change below about -80%; inconclusive means between about -30% and that limit;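 further: parasites exposed to compound for two days anaerobically before the ATP read; on the % scale 0 is the no-effect control and ±100 the full control effect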
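Viability, read as ATP luminescence: trophozoites at 100 cells/well, compound added, 48 hrs anaerobic at 37 deg C, then 15-30 min room-temperature development before reading.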
B2AR arrestin: agonists driving beta-arrestin recruitment to human beta2-adrenergic receptor | 330,000 compounds, 0.02% hits | AID 492947 | beta-arrestin recruitment to beta2AR, cell-based reporter | Potency, µM (titrated, usually from 46.1 µM), for inactives: at the top dose activation, hits mostly activators;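 further: potency means the concentration at half of the fitted maximal effect; 0% = DMSO controls and full agonism = EC100 isoproterenol or metaproterenol; nearly all actives have a fitted effect of over 65% in size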
TSG101-PTAP inh: blocks PTAP/TSG101 interaction to inhibit HIV-1 budding; Q99816; Fluorescence polarization, FITC-PTAP peptide / Tsg101 binding; Potency, µM (highest dose often 115 µM), inactives show top-dose activity change, negative = inhibition, usual class: inhibitors; 340,000 tested, under 10 active; AID 493005; active means well fitted inhibition curve with a large enough effect in the main read-out, with a control signal flat, not every such curve was filed as active; inconclusive means small, poorly fitted or top-dose-only effect, or effect the other way, or a change in a side signal; inactive means no such curve, though single readings can be large or run the other way; further: potency means the concentration at half of the fitted maximal effect; % of control where 0% means no effect
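FP read-out: FITC-PTAP peptide, 50 nM final, binding Tsg101 binding domain, 10 uM final; 20 min, r.t.; 10 mM HEPES pH 7.5, 0.15 M NaCl, 0.01% Tween 20, 3 mM EDTA, 0.1 mM TCEP.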
S-ASM inh: human S-ASM enzyme inhibition; P17405; placental ASM, HMU-PC fluorogenic substrate, 60 min; Potency, µM (doses to about 57.5 µM), for the others: at the top dose activity change, negative = inhibition, most hits filed as inhibitors; 340,000 compounds, 0.006% hits; AID 504937; further: potency means the concentration at half of the fitted maximal effect
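Human placenta-derived ASM preincubated with compound 10 min at room temperature, then reacted with 9 uM (final) fluorogenic HMU-PC substrate for 60 min at 37 C. Stop solution raises pH to 10; fluorescence read at Ex 386/Em 447 nm.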
Menin-MLL TR inh: displaces Texas Red mutant MLL peptide from human menin | O00255 | Menin + Texas Red MLL mutant peptide, fluorescence polarization | Potency, µM (top dose mostly 61.6 µM), without a hit: top-dose FP activity change, negative = inhibition, most hits filed as inhibitors | 270,000 compounds, 0.23% hits | AID 1768; active means well fitted inhibition curve with a large enough effect in the polarisation, with a control signal flat, not every such curve was filed as active; inconclusive means small, poorly fitted or top-dose-only effect, or effect the other way, or a change in a side signal; inactive means no such curve, though single readings can be large or run the other way; the % refers to the polarisation; further: potency means the concentration at half of the fitted maximal effect; % of control where 0% means no effect; many of its hits are not listed in these tables
PKM2 activator: activators of human pyruvate kinase M2 | P14618 | purified PKM2, Kinase-Glo ATP luminescence, activation; response scale: 0% is enzyme alone, no compound | Potency, µM (top dose mostly 57.5 µM), without a hit: at the top dose activation, most hits filed as activators | 260,000 compounds, 0.34% hits | AID 1631; further: potency means the concentration at half of the fitted maximal effect; on the % scale 0 is the no-effect control and ±100 the full control effect; nearly all actives have a fitted effect of over 55% in size
Target sequence (P14618 whole entry, looked up): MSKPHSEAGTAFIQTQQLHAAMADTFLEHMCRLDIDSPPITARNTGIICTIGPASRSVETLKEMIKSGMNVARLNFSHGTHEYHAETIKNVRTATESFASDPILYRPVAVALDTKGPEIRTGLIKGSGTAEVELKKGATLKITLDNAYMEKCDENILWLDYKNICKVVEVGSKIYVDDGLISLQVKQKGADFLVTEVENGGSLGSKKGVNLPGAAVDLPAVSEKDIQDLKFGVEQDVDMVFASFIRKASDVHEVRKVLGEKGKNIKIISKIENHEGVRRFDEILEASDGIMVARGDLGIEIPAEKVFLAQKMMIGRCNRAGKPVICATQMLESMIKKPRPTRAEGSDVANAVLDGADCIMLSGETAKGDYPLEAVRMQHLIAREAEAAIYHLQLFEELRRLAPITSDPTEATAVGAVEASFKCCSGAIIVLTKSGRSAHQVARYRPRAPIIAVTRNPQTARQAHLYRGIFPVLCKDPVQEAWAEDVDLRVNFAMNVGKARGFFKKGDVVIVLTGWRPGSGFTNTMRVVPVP
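Purified hPK-M2 (>95%) run at intermediate activity with 0.1 mM ADP and 0.5 mM PEP in 50 mM imidazole pH 7.2, KCl, MgCl2; 1 h room temperature. ATP formed read by Kinase-Glo luminescence; normalized to uninhibited and no-enzyme controls.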
GALK inh: blocks human galactokinase activity; P51570; Purified GALK, Kinase-Glo residual ATP luminescence; Potency, µM (top dose mostly 57.5 µM), inactives show top-dose activity change, negative = inhibition, hits mostly inhibitors; 270,000 compounds, 0.007% hits; AID 1868; further: potency means the concentration at half of the fitted maximal effect; on the % scale 0 is the no-effect control and ±100 the full control effect
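The enzyme phosphorylates galactose (100 uM) using ATP (35 uM); inhibition is detected as higher residual ATP, quantified by bioluminescence after 1 h reaction at room temperature, pH 8.0.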
Numbers without * were called inactive; ? = inconclusive; · = not tested or not shown; & = joins results of further samples; [ ] = dose if it differs, or a comment. Unless noted, the call rests on the fitted dose curve; in most records, active means well fitted curve in the direction sought with a large enough effect; inconclusive means small, poorly fitted or top-dose-only effect, or another doubt; inactive means no such curve, though single readings can be large; an effect the other way counts as inactive or inconclusive. A portion of the library (hit frequency here may not be typical).

SMILES	a7 integrin act	BCR signal inh	Coupling enz	Tb PFK inh	Giardia killer	B2AR arrestin	TSG101-PTAP inh	S-ASM inh	Menin-MLL TR inh	PKM2 activator	GALK inh
[O-][n+]1onc2c1CCc1c-2nn(-c2ccccc2Cl)[n+]1[O-]	-63%[inhibitor]	?	1	-3%	3	-0.5%	-6%	0%	22%	-15%	2%
CCOc1nc(S(=O)(=O)c2ccc(C)cc2)c(Cl)s1	-16%	-1%	-1	2%	7	-0.3%	1%	0%	2%	5%	6%
CC(C)NS(=O)(=O)c1ccc(CCC(=O)N2CCCCC2)cc1	9%	8%	2	-2%	5	-0.1%	0%	-1%	6%	-14%	8%
Fc1ccc(C2=CC(c3ccco3)n3ncnc3N2)cc1 (centres undefined)	-13%	3%	0	-4%	15	0.1%	?	18%	-8%	-1%	-1%
CC(C)OC(=O)CSc1ncnc2c1cnn2-c1ccccc1	4%	?	-2	4%	22	-0.2%	-3%	1%	5%	2%	0%
CCN(CC)c1ccc(NC(=O)CN2CCN(c3ccc(F)cc3)CC2)cc1	10%	0%	-1	1%	6	-0.6%	-9%	0%	-13%	-2%	6%
CCOc1ccc(C(=O)OCC(=O)Nc2cccc(S(=O)(=O)N3CCCC3)c2)cc1	19%	?	·	0%	4	0.1%	0%	-22%	·	·	·
CC(=O)Nc1ccc2c(c1)CCCC2	-15%	3%	5	1%	29	-0.1%	-4%	4%	·	-1%	-1%
CCC(=O)c1c[nH]c(C(=O)NCCCn2ccnc2)c1	9%	9%	-1	-1%	9	-0.2%	-3%	1%	-3%	-7%	0%
CC1(C)CC2CC(C)(CN2C(=O)COC(=O)c2ccc(Cl)c(N)c2)C1 (centres undefined)	19%	4%	1	-1%	-8	0.1%	-5%	-2%	-1%	-1%	0%
Cc1cc(C)cc(N(C(C)C(=O)NC2CCCC2)S(C)(=O)=O)c1 (centres undefined)	-2%[7.66 µM]	4%	1	-2%	-11	0.3%	-4%	5%	3%	2%	3%
CN(C(=O)CSc1nnc(NC2CCCCC2)s1)C1CCS(=O)(=O)C1 (centres undefined)	0%	?	3	-6%	-9	0.2%	-3%	5%	16%	-3%	0%
O=C(c1cc2cc([N+](=O)[O-])ccc2s1)N1CCCCC1	8%	?	1	-5%	2	-0.9%	1%	0%	0%	-5%	1%
CCN(CC)CCCNC(=O)c1cc(-c2ccc(Cl)c(Cl)c2)on1	-60%[inhibitor]	9%	0	0%	0	-0.2%	-4%	0%	-2%	-5%	0%
Cc1cc(Cl)cc(C)c1OCCCCN1CCOCC1	10%[7.66 µM]	6%	1	-10%	2	-0.2%	-7%	4%	-27%	-7%	1%
O=C(CSc1ncc(-c2ccc(F)cc2)n1Cc1ccco1)Nc1nccs1	-22%	-2%	0	-3%	-7	0.2%	-6%	-1%	-1%[11.7 µM]	-4%	0%
CCN(CCCNC(=O)CNC(=O)Cn1cnc2ccccc2c1=O)c1cccc(C)c1	-14%	?	1	3%	4	0.1%	0%	-1%	7%	10%	0%
O=c1c2ccccc2nc(/C=C/c2c[nH]c3ccccc23)n1-c1ccc([N+](=O)[O-])cc1	-25%	0%	3	1%	-23	-0.4%	-1%	-14%	?	-6%	2%
COc1ccc(Br)cc1/C=N/NC(=O)c1ccco1	-45%	-3%	-3	1%	0	-0.3%	0%	-3%	0%	8%	2%
COc1ccc(C)cc1NC(=O)CC(NC(C)=O)c1ccccc1 (centres undefined)	-8%	-11%	1	4%	8	-0.4%	1%	1%	3%	2%	4%
O=C(C1CCCN(S(=O)(=O)c2cccc3nsnc23)C1)N1CC=C(c2ccccc2)CC1 (centres undefined)	0%	1%	0	0%	3	0.1%	-1%	-6%	30%[activator]	4%	-3%
Cc1ccccc1NC(=O)C(=O)NNC(=O)COc1ccc2ccccc2c1	-6%	-7%	1	0%	0	-0.4%	-5%	-4%	?	-1%	-1%
O=[N+]([O-])c1ccc(SCCc2ccncc2)cc1	18%&7%	?	1&1	?	5&-17	0.2%&-0.3%	-8%&-5%	-3%&-1%	·	-2%&-2%	1%&9%
O=[N+]([O-])c1ccc(/C=N/Nc2nc(N3CCCCC3)nc(N3CCCCC3)n2)o1	-22%	?	-3	-2%	-84*	-0.3%	-5%	-22%	·	-1%	-4%
C[C@@H]1CN([C@H](C)CO)C(=O)c2cc(NC(=O)NC3CCCCC3)ccc2O[C@H]1CN(C)S(C)(=O)=O	-3%	-2%	·	12%	35[activator]	-0.2%	-2%	0%	·	·	·
SMILES	a7 integrin act	BCR signal inh	Coupling enz	Tb PFK inh	Giardia killer	B2AR arrestin	TSG101-PTAP inh	S-ASM inh	Menin-MLL TR inh	PKM2 activator	GALK inh
O=C(COC(=O)[C@@H]1CCCN1S(=O)(=O)c1ccccc1F)Nc1ccc(OC(F)F)cc1	9%	?	-5	-1%	-8	-0.1%	1%	-2%	13%	0%	8%
CCOC(=O)c1cc(-c2ccccc2)sc1NC(=O)COC	-11%	8%	1	-1%	-2	0.2%	-2%	-3%	-7%	11%	1%
COC(=O)c1c(C)nn(-c2ccccc2)c1-n1cccc1	-11%	1%	5	-3%	9	0.2%	-3%	3%	-3%	-1%	2%
COc1ccc(C(CC(=O)c2ccc(C)cc2)C(C#N)C#N)cc1OC (centres undefined)	-26%	?	4	2%	-14	0.0%	-5%	-1%	15%	-7%	0%
CCc1noc(C)c1C(=O)NNC(=O)COc1ccccc1C	-10%	3%	·	-6%	-24	0.1%	-2%	3%	·	·	·
c1ccc(-c2nc3c(ccc4ccccc43)[nH]2)nc1	21%	9%	-6	-1%	-13	-0.5%	1%	4%	5%	-4%	-2%
O=C(CSc1nc2nccnc2c(=O)n1Cc1cccs1)Nc1ccccc1	-44%	?	·	-12%	23	0.3%	-4%	-1%	·	·	5%
O=C(NC1CCCCC1)C(c1ccccc1F)N(Cc1ccco1)C(=O)c1ccccn1 (centres undefined)	-4%	1%	-1	1%	2	-0.6%	-4%	-13%	-18%	-1%	0%
O=C(NCC(O)c1ccccc1)c1ccccc1 (centres undefined)	3%	?	1	1%	-6	-0.3%	2%	-4%	·	-5%	-1%
O=C(CCCc1ccccc1)NCc1ccc2c(c1)OCO2	0%	5%	1	-4%	15	-0.6%	0%	-2%	-1%	0%[11.5 µM]	0%
CSCCC(NC(=O)COc1ccccc1)C(=O)NCCOc1ccc(C)cc1 (centres undefined)	?	-3%	·	0%	35[activator]	-0.3%	0%	-3%	·	·	-1%
COc1ccc(Cl)cc1C(=O)C1CCCN(Cc2cnc(N3CCOCC3)s2)C1 (centres undefined)	-15%	-1%	1	-2%	11	0.4%	-3%	2%	-2%	4%	-2%
Cc1oc(-c2cccs2)nc1CN1CC[C@@](O)(c2ccccc2)[C@H]2CCCC[C@@H]21	-41%	-22%	0	-1%	-12	-0.3%	-3%	4%	-21%	2%	5%
CC(=O)Nc1ccc(OC(=O)Cc2ccc(Cl)cc2)cc1	-6%	1%	3	-12%	8	-0.3%	-1%	-3%	-3%	5%[11.5 µM]	-2%
CC1CC(Nc2ccccc2)=CC(=O)O1 (centres undefined)	7%	18%	5	-2%	7	0.6%	0%	2%	-3%	-3%	2%
CCCCNCc1ccc(SC)cc1	19%	1%	1	0%	-1	-3.1%	-4%	2%	-10%	5%	0%
Cc1ccc(NC(=O)N/C=C/c2ccco2)cc1C	-13%	-24%	0	2%[0.46 µM]	6	0.3%	-1%	-3%	?	5%	-5%
O=S(=O)(N/N=C/c1cccc(OC2CSC2)c1)c1ccccc1	-3%	0%	-1	0%	24	-1.1%	-1%	0%	?	-6%	1%
O=C(CSc1nc2ccccc2c(=O)n1CCCO)Nc1ccc2c(c1)OCCO2	-3%	-9%	·	0%	-18	-0.1%	-1%	3%	·	·	·
COc1cc2c(cc1OC)C(C)N(S(=O)(=O)c1cn(C)cn1)CC2 (centres undefined)	9%	3%	1	-2%	-4	-0.6%	-3%	6%	·	-6%	10%
COc1ccc(CN2C(=O)c3cccnc3C2=O)cc1S(=O)(=O)N1CCOc2ccccc21	7%	0%	·	-5%	-14	-0.9%	1%	-4%	·	·	5%
CCN(CC(=O)NCc1ccccn1)S(=O)(=O)c1ccc(OC)cc1	-19%	-23%	2	0%	9	-0.3%	4%	3%	3%	-2%	7%
CCN(CC)C(=O)CC(c1ccc(OC)cc1)c1c(OC)cc(OC)c2ccc(=O)oc12 (centres undefined)	0%	?	2&3	1%	-29&-18	-1.0%	0%	66%	?	5%	-1%
COC(=O)c1ccc(C(=O)OC)c(NC(=S)N2CCN(C)CC2)c1	-5%	2%	1	-1%	1	-0.3%	-3%	50%[activator]	-15%	-4%	7%
